ABCG2 inh – human ABCG2 inhibition, ABCB1 as counter-screen; Q9UNQ0; IgMXP3 cells, JC-1 efflux, flow cytometry; inhibition, % at 6.6 µM; 0.1% of 190,000 active;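 active means inhibition above 80%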;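 further: 0% = DMSO and 100% = nicardipine control wells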
Target sequence (Q9UNQ0 whole entry, looked up): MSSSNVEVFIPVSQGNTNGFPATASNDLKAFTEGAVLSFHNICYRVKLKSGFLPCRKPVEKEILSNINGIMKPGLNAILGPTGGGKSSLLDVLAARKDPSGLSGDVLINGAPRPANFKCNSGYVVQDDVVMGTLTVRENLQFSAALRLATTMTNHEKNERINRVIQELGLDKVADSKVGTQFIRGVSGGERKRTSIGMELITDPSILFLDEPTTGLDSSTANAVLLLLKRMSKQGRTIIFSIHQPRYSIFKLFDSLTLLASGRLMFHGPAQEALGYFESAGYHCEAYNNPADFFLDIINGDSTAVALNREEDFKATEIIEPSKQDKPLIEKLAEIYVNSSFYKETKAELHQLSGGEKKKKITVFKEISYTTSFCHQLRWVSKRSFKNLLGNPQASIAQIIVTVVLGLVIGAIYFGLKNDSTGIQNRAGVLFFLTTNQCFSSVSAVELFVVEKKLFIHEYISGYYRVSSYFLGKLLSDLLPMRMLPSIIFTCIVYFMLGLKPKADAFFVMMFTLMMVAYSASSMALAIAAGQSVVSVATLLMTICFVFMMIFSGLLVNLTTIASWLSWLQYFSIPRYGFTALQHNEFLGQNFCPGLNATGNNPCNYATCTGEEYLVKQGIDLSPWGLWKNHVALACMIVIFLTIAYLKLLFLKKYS
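Assay system – ABCG2 IgMXP3 and barcoded ABCB1 CCRF-Adr cell mix · Input – 3 million cells/mL in well · Reagent – JC-1 fluorescent substrate · Compound – single test compound dose, 6.6 µM final · Timing – 10 min exposure at 25 °C with rotation, no wash · Detection – flow cytometry of retained JC-1 fluorescence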
Bim-Bcl-W – disrupts Bim peptide binding to human Bcl-W; Q92843; bead-based flow cytometry; inhibition, % at 10 µM; 0.02% of 190,000 active;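 further: 0% = bound tracer without compound and 100% = peptide blocker; higher means less fluorescent Bim peptide bound to Bcl-W beads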
ABCB1 block – blocks JC-1 efflux by human ABCB1 transporter | CCRF-Adr cells, flow cytometry | inhibition, % at 6.6 µM | 0.067% of 190,000 active | AID 1326; in the data active means inhibition above about 40%;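 further: 0% = vehicle and 100% = reference inhibitor; higher value means more JC-1 retained so stronger ABCB1 efflux block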
Bim-Bfl-1 – disrupts Bim binding to human Bfl-1; Q16548; Bead-based flow cytometry, Bim-Bfl-1 binding inhibition; inhibition, % at 10 µM; 0.12% of 190,000 active;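 further: 0% = wells without compound plus tracer and 100% = blocker peptide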
Bim-Bcl-2 – human Bim-Bcl-2 interaction inhibition; P10415; Bead-based flow cytometry, Bim peptide-Bcl-2 binding; inhibition, % at 10 µM; 0.06% of 190,000 active; in the data active means inhibition above about 40%; inconclusive means no clear call, values can overlap the other calls;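 further: 0% = no compound wells with probe peptide and 100% = reference peptide inhibitor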
RGS4-Gao reg – human RGS4-Galphao interaction regulation. Multiplexed bead flow cytometry, RGS4-Galphao binding; actives lie on both sides. 0.33% of 220,000 active. AID 1415. binding response (% of control), % at 10 µM; in the data active means binding response below about 49% or above about 150%; inactive means in between;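 further: fluorescent Galphao activated with aluminum fluoride binding bead-coupled RGS4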
GSH bead fluor – compound fluoresces at 488/530 nm on GSH beads; GSH beads flow cytometry, compound fluorescence 488/530 nm; active compounds read high; fluorescence (KMESF) at 10 µM; 0.25% of 190,000 active; AID 1776; in the data active means fluorescence above about 89;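 further: glutathione beads carrying GST-tagged Bcl family fusion proteins plus one bare bead set; values are compound well signal with DMSO vehicle wells as background; inactives centre near 16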
Bim-Bcl-XL – inhibitors of Bim-Bcl-XL interaction, human | Q07817 | Bim peptide-Bcl-XL binding, bead flow cytometry, fluorescence | inhibition, % at 10 µM | 0.04% of 190,000 active | AID 1007
Target sequence (Q07817 whole entry, looked up): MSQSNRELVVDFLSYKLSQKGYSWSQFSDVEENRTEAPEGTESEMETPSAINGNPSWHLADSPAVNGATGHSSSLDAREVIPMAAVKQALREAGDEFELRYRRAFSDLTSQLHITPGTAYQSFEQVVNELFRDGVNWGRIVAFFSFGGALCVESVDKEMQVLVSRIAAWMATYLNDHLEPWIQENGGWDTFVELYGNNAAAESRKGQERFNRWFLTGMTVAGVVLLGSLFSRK
RGS8-Gao reg – modulates binding of RGS8 to human Galphao. AID 1423. multiplexed bead flow cytometry; actives lie on both sides. 0.34% of 220,000 active. P09471. response (percent of control binding), % at 10 µM; in the data active means response below about 60% or above about 140%; inactive means in between;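 further: Galphao activated as the GDP aluminium fluoride complex binding bead-coupled RGS8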
Bcl-B Bim block – disrupts Bim peptide binding to human Bcl-B. 0.073% of 190,000 active. inhibition, % at 10 µM. bead-based flow cytometry. AID 951. Q9HD36;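 further: 0% = tracer peptide without compound and 100% = reference inhibitor peptide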
RGS7-Gao – human RGS7-Galphao interaction regulation; Multiplexed bead flow cytometry, RGS7-Galphao binding; actives lie on both sides; 0.35% of 220,000 active; binding response (% of control), % at 10 µM; P09471; in the data active means binding response below about 49% or above about 150%; inconclusive means no clear call, values can overlap the other calls; inactive means in between;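 further: fluorescent Galphao held in activated GDP-AlF4 state binding bead-coupled RGS7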
An asterisk follows results filed as active; ? = inconclusive. Unless noted, no stated cut-off is given here; in the data, active means inhibition above about 40%.

no.	structure	ABCG2 inh	Bim-Bcl-W	ABCB1 block	Bim-Bfl-1	Bim-Bcl-2	RGS4-Gao reg	GSH bead fluor	Bim-Bcl-XL	RGS8-Gao reg	Bcl-B Bim block	RGS7-Gao
1	CCc1ccccc1OCC(=O)N(CC)CC(=O)NCc1ccc(F)cc1	2	-6	0.6	2	-8	91	15	-11	96	-6	94
2	O=C(COC(=O)c1ccc(NS(=O)(=O)c2ccc3c(c2)OCCO3)cc1)NCC1CCCO1 (stereo not given)	0	-1	0.4	-4	-2	101	26	-9	97	-6	100
3	CCCCNC(=O)Nc1nnc(-c2ccc(Cl)cc2)o1	2	1	0.2	-11	-9	100	55	0	101	-5	98
4	Cc1ccnc(NC(=O)CCC(=O)N(CC(=O)NC2CCCCC2)Cc2ccccc2)c1	2	-4	0.3	-5	-7	100	17	-6	105	-12	102
5	CSc1ccc(S(=O)(=O)NCCCOC(C)C)cc1	3	-5	1.8	-9	-5	100	10	-5	102	-4	101
6	COc1ccc(C(C)(C)C)cc1NC(=O)c1cncc(Br)c1	12	-2	1.7	-1	-3	99	20	0	103	-1	102
7	Cc1ccc(OCc2ccc(C(=O)N3CCOCC3)cc2)cc1C	6	-2	-1.3	-6	-9	100	29	-4	102	-11	105
8	N#CCC1c2ccccc2CCN1C(=O)Nc1ccc(C(F)(F)F)cc1 (stereo not given)	7	0	1.0	-8	-5	105	42	-12	103	-7	99
9	Brc1ccc(-c2nnc(-c3ccc4c(c3)OCO4)o2)o1	4	2	0.4	-8	-6	98	12	-3	98	-3	96
10	C=CCn1c(NC(=O)c2ccc(C)cc2)c(C#N)sc1=N	11	0	0.9	-3	-3	104	8	-5	102	0	100
11	CCc1cccc(CC)c1NC(=O)Cn1c(-c2ccc(F)cc2)noc1=O	8	-4	0.2	-5	-4	101	19	-3	100	-4	97
12	CC(C)c1ccccc1NC(=S)N1CCN(S(=O)(=O)c2cccs2)CC1	1	0	-0.5	-4	-1	96	12	0	98	0	?
13	CN(C)CCSc1nnc(-c2ccccc2)o1	-1	2	-0.2	-8	-5	99	37	-5	100	-4	99
14	CCOc1ccc(NC(=O)C2CC(=O)OC2c2ccccc2)cc1 (stereo not given)	2	0	0.7	-5	-4	96	16	-2	94	-3	99
15	O=C(c1c[nH]c2ccccc12)N1CCOCC1	0	2	-0.4	5	3	102	12	0	104	5	?
16	O=C(NC1(C(F)(F)F)C(=O)Nc2c1c(=O)[nH]c(=O)n2-c1ccccc1)c1cccnc1 (stereo not given)	-1	-7	-0.1	-23	-14	101	25	-14	99	-11	105
17	Cc1cc2oc(C(=O)NC3CCS(=O)(=O)C3)c(C)c2cc1C (stereo not given)	1	3	0.2	-10	-2	100	19	0	101	-5	101
18	Cc1ccc(Nc2nc(COC(=O)COc3ccc(C=O)cc3)cs2)cc1	8	-5	-0.1	0	-3	101	6	-5	101	-6	103
19	CCN1CCN(C(=S)c2ccc(Cl)cc2)CC1	4	-4	0.7	5	-11	99	28	-10	80	-39	125
20	Cc1cnn(-c2ccc3nnc(-c4ccc(Br)cc4)n3n2)c1	3	0	0.3	-9	-7	96	25	-2	99	-7	97
21	COc1ccc(CCNC(=O)C(=O)NCc2ccc(C)cc2)cc1OC	13	1	0.7	-10	-6	101	22	0	101	-3	103
22	COc1ccc(CNc2nc(NCc3ccc(OC)cc3)n(C(=O)c3ccncc3)n2)cc1	5	-2	2.1	0	1	102	12	-4	102	0	104
23	CCC(=O)c1ccc(OCCn2cnc3ccccc32)cc1	5	-1	0.7	-4	1	101	17	0	98	0	?
24	Cc1ccc(N2CC(C(=O)Nc3cc(C)on3)CC2=O)cc1 (stereo not given)	1	1	0.1	-13	-6	101	23	-7	102	-7	100
25	COC(=O)CCNc1n[nH]c(=O)[nH]c1=O	4	-2	1.3	-4	-1	102	13	-4	101	-1	101
26	Cc1cc(F)c(F)c(C(=O)N2CCN(C)CC2)c1Cl	2	-1	0.4	0	-1	109	14	0	123	1	112
27	CCCCN(CC)Cc1ccc(CNC(=O)Nc2ccc(OCC)cc2)o1	9	-3	-0.1	-18	-8	113	34	-5	101	-8	133
28	COC(=O)c1cn(NC(=O)CCC2CCCC2)c(=O)c2ccccc12	3	3	-0.1	-13	-10	103	45	-9	99	-9	96
29	COc1ccc(C2C=C(C34CC5CC(CC(C5)C3)C4)NC(=S)N2)cc1 (stereo not given)	-2	-19	-0.3	-6	-8	101	21	-19	101	-16	103
30	O=C(O)CCC(=O)Nc1ccc(NC(=O)c2ccc(Cl)cc2Cl)c(Cl)c1	2	1	0.5	-9	-5	103	16	-1	107	-4	99
31	Cc1ccccc1Oc1ccccc1N	-2	0	0.2	-3	-4	107	13	-1	103	-3	109
32	CC(C)NC(=O)NS(=O)(=O)c1cnccc1N1CCCCC1	0	-3	0.4	0	0	87	20	-6	104	-9	88
33	CCN=C(Nc1cccc(F)c1)SC1CC(=O)N(c2ccc(OC)cc2)C1=O (stereo not given)	37	-1	1.1	1	2	97	31	4	90	0	100
34	N#Cc1ccc(NC(=O)CCc2nc3ccccc3s2)cc1	-1	-16	1.9	-4	-11	100	19	-19	100	-20	102
35	COc1cc(CNCc2ccc(SC)cc2)cc(OC)c1	4	-9	1.0	-3	-1	95	19	-17	105	-14	99
36	Cc1ccc(-n2nnnc2SCC(=O)Nc2cccc(NC(=O)c3ccco3)c2)cc1C	2	1	0.8	-13	-14	106	10	-6	103	-15	102
37	Cc1c(C)c2ccc(OS(C)(=O)=O)cc2oc1=O	3	-5	0.2	-15	-4	100	14	-5	102	-8	101
38	O=C(CCNS(=O)(=O)c1ccc(Br)cc1)NCc1cccs1	1	-2	0.5	-4	-1	106	11	0	104	-1	104
39	Cc1c(N2C(=O)CSC23C(=O)Nc2ccccc23)c(=O)n(-c2ccccc2)n1C (stereo not given)	3	1	0.5	-9	-8	101	35	1	103	-8	99
40	O=S1(=O)C=CC(Sc2nc3ccccc3[nH]2)C1 (stereo not given)	1	2	0.6	-10	-8	102	33	-6	101	-6	100

3 compounds from above, showing only RGS7-Gao:
No. | SMILES | RGS7-Gao
34 | N#Cc1ccc(NC(=O)CCc2nc3ccccc3s2)cc1 | 102
35 | COc1cc(CNCc2ccc(SC)cc2)cc(OC)c1 | 99
36 | Cc1ccc(-n2nnnc2SCC(=O)Nc2cccc(NC(=O)c3ccco3)c2)cc1C | 102

New compounds follow
no.	structure	ABCG2 inh	Bim-Bcl-W	ABCB1 block	Bim-Bfl-1	Bim-Bcl-2	RGS4-Gao reg	GSH bead fluor	Bim-Bcl-XL	RGS8-Gao reg	Bcl-B Bim block	RGS7-Gao
41	CN(C)CCCNc1oc(-c2ccc(Cl)cc2)nc1C#N	14	-4	0.1	-16	-12	101	20	-9	101	-5	99
42	O=C(Nc1ccc(F)c(F)c1)c1oc2ccccc2c1NC(=O)C1CCCO1 (stereo not given)	3	3	0.6	-1	1	103	26	0	102	-1	104
43	Cc1[nH]c(=O)[nH]c(=O)c1S(=O)(=O)NCCOC12CC3CC(CC(C3)C1)C2	3	0	1.0	-15	-11	100	26	1	99	-9	97
44	CN1CCN(C(=O)c2ccc(N(Cc3ccc(Cl)cc3)S(C)(=O)=O)cc2)CC1	1	0	0.2	0	-3	102	19	-1	103	-3	103
45	COCCNc1nnc(SCC(=O)Nc2cc(-c3ccccc3)nn2-c2ccccc2)s1	-1	-5	0.0	-13	-5	102	10	-11	98	-14	101
46	CCc1cc2cc(C)c(C)cc2nc1SCC(=O)Nc1cc(C)on1	0	2	0.0	4	7	104	20	0	103	0	101
47	Cc1cc(C(=O)COC(=O)c2ccc3c(c2)NC(=O)CS3)c(C)n1CCc1ccc(Cl)cc1	7	-1	1.2	0	-1	97	11	-1	98	-6	?
48	COc1ccc(Cl)cc1C(=O)NNC(=O)CSc1nnc2ccccn12	-6	0	-2.2	-7	0	102	17	-4	103	-5	103
49	CS(=O)(=O)N(CC(=O)Nc1ccc(S(=O)(=O)N2CCCC2)cc1)c1ccccc1F	-1	-2	-0.1	-3	-6	98	8	-6	101	-9	98
50	COc1ccc(CCC(=O)N2CCCSC2=Nc2ccc(C(C)=O)cc2)cc1	21	-5	0.1	-10	-6	102	15	-6	102	-7	103
51	Cc1cc(C(=O)OCC(=O)Nc2ccc(S(=O)(=O)N3CCOCC3)cc2)c(C)o1	2	3	0.1	1	1	86	25	0	99	-4	93
52	Oc1c(Cl)cc(Cl)cc1/C=C/c1ccc2cccc(O)c2n1	1	0	0.6	0	2	98	15	-1	98	0	?
53	CCN(Cc1ccccc1)S(=O)(=O)c1ccc(C(=O)Nc2nnc(C3CC3)o2)cc1	-5	1	-2.2	-8	-6	104	19	-2	112	-4	106
54	O=C(COC(=O)c1n[nH]c2ccccc12)NC(=O)NC12CC3CC(CC(C3)C1)C2	2	3	0.3	-10	-9	97	35	-23	102	-7	103
55	Cc1nn(CC(=O)NCc2ccc(Cl)cc2)c(C)c1[N+](=O)[O-]	6	-4	0.7	-1	-2	97	10	-2	100	-2	99
56	CCOc1cc(N2CCOCC2)c(OCC)cc1NC(=O)COc1ccc2ccc(=O)oc2c1	6	-4	-2.1	-1	-7	88	8	-6	97	-6	94
57	Cc1cc(-n2c(SCC(=O)NCc3cccs3)nc3n[nH]c(C)c3c2=N)ccc1Cl	2	0	0.4	-1	0	102	8	-2	99	-1	106
58	COc1ccc(-n2cc(CNCCc3nc(C)cc(C)n3)c(-c3ccccc3Cl)n2)cc1	3	-3	2.3	-6	-1	100	12	-2	104	-5	102
59	O=c1n(Cc2ccccc2)c2cc(Cl)cnc2n1Cc1ccccc1	0	0	0.3	0	-1	102	21	-2	100	2	100
60	Cc1ccc(N2CCN(C(=O)c3ccccc3NC(=O)c3ccccc3C(=O)O)CC2)cc1	0	-6	0.2	-1	-6	89	13	-7	96	-8	98
61	C=CCc1ccccc1OCC(=O)N/N=C/c1ccccc1OCC	41	-5	-0.2	-1	-4	99	29	-8	102	-9	98
62	CN(c1ccc(C(=O)N2CCc3ccccc3C2)cc1)S(C)(=O)=O	12	-2	0.2	-14	-11	105	21	-4	102	-7	103
63	Cc1ccc(C(C(=O)NC2CCCCC2)N(C(=O)Cc2c[nH]c3ccccc23)c2ccccc2C)o1 (stereo not given)	4	0	0.9	-16	-4	97	10	-1	99	-6	96
64	Cc1ccc(N2CCN(S(=O)(=O)N3CCCCC3)CC2)cc1Cl	11	0	0.1	2	-1	90	8	-1	108	-2	100
65	FC(F)(F)c1cccc(N2CCN(CC3CC4C=CC3C4)CC2)c1 (stereo not given)	-1	3	-0.5	3	4	89	13	2	92	3	91
66	Cc1ccccc1C(=O)OCn1nnc2ccccc2c1=O	1	0	0.3	-10	-9	100	27	-2	101	-7	103
67	C/C(CC(=O)Nc1ccccn1)=N\NC(=O)Cc1cccc2ccccc12	-1	-5	0.5	-6	-3	115	35	-6	135	-2	115
68	COc1ccc(-n2c(SCC(=O)Nc3ccc4c(c3)OCO4)nc3c(c2=O)SCC3)cc1	2	2	0.8	-11	-4	92	20	-4	96	-8	89

Source: PubChem BioAssay
